mHtt clearance: compounds clearing mutant huntingtin protein; HeLa Exon1htt(103Q)mCFP, aggregate imaging; zero = plate's median compound well; inhibition, % at 1.5 µM; 47,000 tested, 0.42% active; AID 853;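 active means inhibition of aggregate fluorescence above about 70%, also judged a hit by eye on the cell image, limit read from the data, passing the limit was not always enough; inconclusive means no rule stated for this call; inactive means not judged a hit on image review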;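 further: cells exposed to compound for three days before fixation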
mHtt clearance grain fraction: second read-out of mHtt clearance, no call of its own (marks repeat the call); fraction fluorescence in grains; measured here: aggregate grain fluorescence fraction; stronger effect = lower value;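 scaled fraction of total cell fluorescence in grains with unit not stated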
* = called active by the depositor; ? = inconclusive; / = not tested or not shown. Not all compounds are listed, so the mix of outcomes need not match the whole.

SMILES	mHtt clearance	mHtt clearance grain fraction
COc1cc(C(=O)N/N=C\c2ccccc2)c([N+](=O)[O-])c(OC)c1OC	-22	20
COc1ccc(NC(=O)C2CCN(c3cc(-c4ccccc4)nc4ncnn34)CC2)cc1OC	40	20
FC(F)(F)c1cc(-c2ccco2)nc(N2CCN(Cc3ccccc3)CC2)n1	14	25
O=C1NC2(CCOc3ccccc32)C(=O)N1CC(=O)N(Cc1ccccc1)C1CCS(=O)(=O)C1 (stereo unspecified)	7	34
Cn1c(-c2ccc(F)cc2)cnc1NCc1cccc(F)c1	13	38
Cc1cccc(N2CCN(C(=O)Cc3cn(C)c4ccccc34)CC2)c1C	9	19
CCOc1ccccc1-c1nc(-c2ccc(NC(=O)Cc3ccccc3OC)cc2)no1	-29	25
Cc1nc(C)c(-c2csc(NCc3ccccc3)n2)s1	26	28
C=CCn1c(SCC(=O)Nc2cc(C)ccc2C)nnc1-c1cnccn1	-12	41
CC1Cc2ccccc2N1C(=O)CSc1nnc(-c2ccc(S(=O)(=O)N3CCCC3)cc2)o1 (stereo unspecified)	28	22
Cc1cccc(N(Cc2nnc3n2CCCCC3)C(=O)Nc2ccccc2)c1	-42	51
CN(c1ccc(C(=O)NCc2ccncc2)cc1)S(C)(=O)=O	2	21
Oc1ccc(-c2nc3ncccn3c2Nc2ccc3c(c2)OCCO3)cc1	-65	39
Cn1cccc1C(=O)NS(=O)(=O)c1ccccc1Cl	16	15
Cc1oc(CC(C)C)cc1C(=O)Nc1cccc2ccccc12	-14	41
O=C(CSc1nnc(-c2ccc(F)cc2)o1)Nc1ccccc1N1CCOCC1	13	17
COc1ccc(CNC(=O)C2CCC(CNc3c(N4CCOCC4)c(=O)c3=O)CC2)cc1 (stereo unspecified)	11	33
CCOC(=O)CCNC(=O)Nc1ccc2nc(C)n(Cc3cccc(Cl)c3)c(=O)c2c1	-16	43
Cc1cccc(-n2cnc3cc(C(=O)N4CCCCC4)ccc32)c1	27	24
COc1ccc2[nH]c(C)c(CCN(Cc3cccs3)C(=S)Nc3ccccc3)c2c1	11	43
CCCN(CCC)C(=O)Cn1c(=O)n(CCC(=O)NCCc2ccccc2)c(=O)c2ccccc21	18	17
CN(CC(=O)Nc1cccnc1)S(=O)(=O)c1cc(Cl)ccc1Cl	31	11
COc1cccc(/C=N/n2c(-c3ccco3)nc3ccccc3c2=O)c1	-25	58
COc1ccc(Oc2nnc(-c3ccccc3)cc2C#N)cc1	-40	30
COc1ccc(N2CCN(CCCNC(=O)CN3CCN(Cc4ccccc4C)C3=O)CC2)cc1	56	15
COc1ccc(C(=O)CN2C(=O)C(C)(C)Oc3ccc(C(=O)N4CCCCCC4)cc32)cc1	43	21
Cc1ccc(NC2OC(C(O)CO)C(O)C2O)cc1[N+](=O)[O-] (stereo unspecified)	-8	40
O=C(c1ccccc1Oc1ccccc1)N1CCN(c2ccccc2)CC1	-31	26
CCOC(=O)c1cc(NC(=O)c2cnccn2)cc(C(=O)OCC)c1	20	16
COc1cc(C(=O)NCc2cn3cccc(C)c3n2)cc(OC)c1OC	-1	34
Nc1cc(OC(=O)c2cccs2)nn1S(=O)(=O)c1ccccc1	32	22
O=S(=O)(Cc1ccccc1)Nc1ccc(S(=O)(=O)NCC2CCCO2)cc1 (stereo unspecified)	12	15
COc1ccc(NC(=O)CSc2nc3c(c(=O)n2-c2ccccc2OC)SCC3)cc1	-6	35
CCN(C(=O)Cc1cccs1)c1nnc(-c2cc(OC)c(OC)c(OC)c2)s1	12	17
O=C(CSc1nc2ccccc2[nH]1)N1CCCCC1	-3	17
Cc1ccc(N(Cc2ccco2)C(=O)c2cccc(S(=O)(=O)N(C)C)c2)cc1	-29	24
Cc1cccc(Oc2cnn(C(C)(C)C)c(=O)c2Cl)c1	69	6.1
COc1ccc(C(C)=O)cc1COC(=O)c1cc(C)oc1C	19	31
CCCc1cn(S(=O)(=O)c2ccc(OC)cc2OC)nc1N	56	8.2
CCOC(=O)C1CCCN(S(=O)(=O)c2ccc(Br)c(OC)c2)C1 (stereo unspecified)	52	10
COc1ccc(CCN2C(=O)C3C4CC(C5C(C(N)=O)=NOC45)C3C2=O)cc1OC (stereo unspecified)	38	12
COCc1cc(Sc2ccc(Br)cc2)nc(-c2ccccc2)n1	52	15
Cc1cccc2cc(COC(=O)c3ccco3)c(=O)[nH]c12	33	24
COc1ccc(Cl)cc1S(=O)(=O)N1CCN(C(=O)c2ccco2)CC1	40	13
Cc1ccc(-c2cc(C(=O)NCC3CCCO3)no2)cc1 (stereo unspecified)	15	15
Cc1cc(C)nc(SC2=CS(=O)(=O)c3ccccc32)n1	-29	25
CCn1nnnc1-c1ccc(OC)c(S(=O)(=O)N2CCCCC2)c1	2	34
Cc1cc(C(F)(F)F)n(-c2nc(C(=O)NNS(=O)(=O)c3ccccc3)cs2)n1	24	29
Cc1c(Cl)cccc1-n1c(SCC(=O)NCc2ccccc2Cl)nnc1-c1ccncc1	43	23
Cc1ccc2oc(=O)n(CC(=O)OC(C)C)c2c1	-150	48
Clc1ccccc1COc1ccccc1-c1nnco1	-14	23
O=C(N1CCOCC1)C(F)(F)C(=O)N1CCOCC1	-25	49
Cc1ccc(-c2[nH]n3c(=O)c4c(nc3c2C)CCCC4)cc1	49	9.9
CN(C(=O)CSc1nnc(-c2ccco2)o1)C1CCCCC1	-13	23
CC(C)(C)c1csc(SCC(=O)Nc2ccc(Cl)cn2)n1	-51	29
Cc1nn(-c2ccccc2)c(OC(=O)c2cccs2)c1S(=O)(=O)c1ccccc1	3	35
O=C(CN1CCSCC1)N1CCc2[nH]c3ccc(Br)cc3c2C1	26	15
Cn1c(N2CCCC2)nc2c1c(=O)n(Cc1cccc(F)c1)c(=O)n2C	-73	66
COc1ccc(-c2nnc(SCC(=O)NC3CCCCC3)o2)cc1OC	-27	57
CCOc1ccc(NS(=O)(=O)c2ccc(OCC(=O)NCCCOC)cc2)cc1	23	15

(further entries)
SMILES	mHtt clearance	mHtt clearance grain fraction
CCCCNS(=O)(=O)c1ccc2nc(SCC(=O)c3ccccc3OC)[nH]c2c1	49	10
O=C(c1cccc2c1C(=O)N(Cc1cccnc1)C2)N1CCN(c2ccccc2)CC1	-111	41
COc1ccc2nc(NC(=O)c3cc(C)oc3C)sc2c1	22	15
COC(=O)Nc1sccc1C(=O)Nc1sccc1C(=O)OC	-20	22
O=C(NCCN1CCOCC1)c1cc(-c2cccs2)on1	-15	25
CCc1cc2c(NC(C(=O)O)C(C)C)ncnc2s1 (stereo unspecified)	?	/
O=C(NCc1cccnc1)c1ccc2c(c1)OCO2	12	30
Cc1ccc(SCC(=O)Nc2ccc(N3CCN(C)CC3)c(F)c2)cc1	-35	52
O=C(O)c1ccc(NC(=S)NC(NC(=O)c2ccco2)C(Cl)(Cl)Cl)cc1 (stereo unspecified)	3	19
Cc1ccc(SCC2(O)CCN(C(=O)c3ccc(Cl)cc3)CC2)cc1	-29	40
Cc1cccc(-c2c3c(=O)n(C)c(=O)n(C)c3c3cccnn23)c1	-1	31
O=C(NCCC1=CCCCC1)C1CCCN(S(=O)(=O)c2cnc[nH]2)C1 (stereo unspecified)	2	47
COc1cc(S(=O)(=O)NCCN2CCOCC2)c(OC)cc1Cl	17	17
C=CCNc1nc(N2CCOCC2)nc(N2CCOCC2)n1	2	21
COc1cc(/C=C/C(C)=O)cc(OC)c1OC	7	30
CCCc1nc2scc(-c3ccccc3)c2c(=O)n1N	-22	23
CCSc1nnc(NC(=O)Cc2ccccc2OC)s1	-25	53
CN1CCc2c(sc3c2C(=O)NC(c2cn(Cc4ccccc4)c4ccccc24)N3)C1 (stereo unspecified)	-39	23
O=C(c1cccc(C(F)(F)F)c1)N1CCCC1	29	14
COc1cc(OC)nc(NC2OC(=O)c3ccccc32)n1 (stereo unspecified)	1	19
O=C1C(c2ccc(F)cc2)N(Cc2ccc3c(c2)OCO3)C(=O)CN1C1CCCC1 (stereo unspecified)	-51	31
COc1ccc(OCCCC(=O)N2CCCc3ccccc32)cc1	-29	40
COc1cccc(C2N(c3ccc(Cl)cc3)C(=O)C3CCCN32)c1 (stereo unspecified)	13	28
Cn1c2c(c(=O)n(C)c1=O)C(CC(=O)Nc1ccccc1)C(=O)N2 (stereo unspecified)	-1	19
CCN(c1ccccc1)S(=O)(=O)c1ccc(OCC(=O)Nc2cc(C)on2)cc1	57	17
COc1ccccc1N1CCN(C(=O)CSc2nc3ccccc3[nH]2)CC1	0	20
CCOc1ccc(Cl)cc1/C=N/O	16	32
N=c1n(CCO)c2ccccc2n1CCOc1ccccc1	43	21
COc1ccc(-c2nc(C3CCCCC3)no2)cc1OC	30	25
CC(C)C(=O)Nc1cc(C(F)(F)F)ccc1N1CCOCC1	4	36
COc1ccc(N(CC(=O)NCc2ccco2)S(C)(=O)=O)cc1	4	39
CC(=O)N1CCN(c2ccc(NC(=O)c3ccc(C)cc3)cc2)CC1	-33	58
O=[N+]([O-])c1ccc(/C=N\N2CCN(c3ccc(Cl)cc3)CC2)cc1	-40	55
Cn1nc(C(=O)NCC2CCCO2)c2ccccc2c1=O (stereo unspecified)	22	30
CC(C)(C)C1CCC(OC(=O)c2ccncc2)CC1 (stereo unspecified)	0	20
CN(C)S(=O)(=O)N(CC(=O)Nc1ccccc1C(F)(F)F)c1ccccc1	-4	18
CN(C)c1nc(N(C)C)nc(N(C#N)CCOc2ccccc2)n1	18	15
CCn1cc(C(=O)OCc2cccc(Br)c2)c(=O)c2ccc(C)nc21	18	15
Cc1cccc(-c2nnc(SCc3ccccc3)o2)c1	20	31
O=C(Cn1nc(C(F)F)cc1C1CC1)NCCC1=CCCCC1	-38	28
COc1ccc(OC)c(NC(=O)c2cc3sccc3n2C)c1	46	16
Cc1cc(C)n(CC(O)COCc2ccco2)n1 (stereo unspecified)	-88	39
FC(F)(F)c1ccc(N2CCN(c3cc(-c4ccccc4)nc4ncnn34)CC2)nc1	37	28
CCOC(=O)c1oc2ccccc2c1CN1CCN(c2ccccc2)CC1	-34	29
CCOC(=O)c1cnc(SCc2ccccc2)nc1N	-6	23
CCOC(=O)Nc1ccc2c(c1)N(C(=O)CCN1CCN(C)CC1)c1ccccc1S2	-3	41
COc1ccccc1C(=O)N1CCC(C(=O)c2ccc(F)cc2)CC1	-77	51
CN1/C(=C\C(=O)COC(=O)Cn2nnc(-c3ccccc3)n2)C(C)(C)c2ccccc21	10	18
O=C(NCC1CCCO1)C12CN(Cc3ccccc3)CC1C(c1cccc([N+](=O)[O-])c1)=NO2 (stereo unspecified)	-13	43
N#Cc1nc(-c2ccc(F)cc2)oc1N1CCCC1	-2	37
COC(=O)c1ccccc1NC(=O)Cn1nnc(-c2ccc(OC)cc2)n1	29	12
COC(=O)n1c(=O)oc2ccccc21	28	31
CCCCOC(=O)c1cccc(NC(=O)CCC(=O)O)c1	30	12
CS(=O)(=O)N(CC(=O)O)c1cc(Cl)cc(Cl)c1	45	11
c1ccc2c(c1)[nH]c1nc(SCCN3CCOCC3)nnc12	7	15
COc1ccc(N2CCN(C3CC(=O)NC3=O)CC2)cc1 (stereo unspecified)	13	30
N/C(=N\OS(=O)(=O)c1ccc(Br)cc1)c1ccncc1	-64	69
CCCC(C)NC(=O)c1cc(Cl)ccc1OC (stereo unspecified)	6	18
c1ccc(Cn2c(Sc3nnnn3-c3ccccc3)nnc2-c2ccccc2)cc1	32	26
Cc1cc(Cl)ccc1OCCCC(=O)N1CCN(C)CC1	-15	45
COc1ccc(C)cc1S(=O)(=O)N1CCCC(C(=O)NCC2CCCO2)C1 (stereo unspecified)	-151	42
O=C(C1=C(O)/C(=C/c2ccc(O)cc2)CCC1)C(F)(F)F	-15	22

21 entries from above, with bars between the fields:
Compound | mHtt clearance | mHtt clearance grain fraction
COc1ccc(OC)c(NC(=O)c2cc3sccc3n2C)c1 | 46 | 16
Cc1cc(C)n(CC(O)COCc2ccco2)n1 (stereo unspecified) | -88 | 39
FC(F)(F)c1ccc(N2CCN(c3cc(-c4ccccc4)nc4ncnn34)CC2)nc1 | 37 | 28
CCOC(=O)c1oc2ccccc2c1CN1CCN(c2ccccc2)CC1 | -34 | 29
CCOC(=O)c1cnc(SCc2ccccc2)nc1N | -6 | 23
CCOC(=O)Nc1ccc2c(c1)N(C(=O)CCN1CCN(C)CC1)c1ccccc1S2 | -3 | 41
COc1ccccc1C(=O)N1CCC(C(=O)c2ccc(F)cc2)CC1 | -77 | 51
CN1/C(=C\C(=O)COC(=O)Cn2nnc(-c3ccccc3)n2)C(C)(C)c2ccccc21 | 10 | 18
O=C(NCC1CCCO1)C12CN(Cc3ccccc3)CC1C(c1cccc([N+](=O)[O-])c1)=NO2 (stereo unspecified) | -13 | 43
N#Cc1nc(-c2ccc(F)cc2)oc1N1CCCC1 | -2 | 37
COC(=O)c1ccccc1NC(=O)Cn1nnc(-c2ccc(OC)cc2)n1 | 29 | 12
COC(=O)n1c(=O)oc2ccccc21 | 28 | 31
CCCCOC(=O)c1cccc(NC(=O)CCC(=O)O)c1 | 30 | 12
CS(=O)(=O)N(CC(=O)O)c1cc(Cl)cc(Cl)c1 | 45 | 11
c1ccc2c(c1)[nH]c1nc(SCCN3CCOCC3)nnc12 | 7 | 15
COc1ccc(N2CCN(C3CC(=O)NC3=O)CC2)cc1 (stereo unspecified) | 13 | 30
N/C(=N\OS(=O)(=O)c1ccc(Br)cc1)c1ccncc1 | -64 | 69
CCCC(C)NC(=O)c1cc(Cl)ccc1OC (stereo unspecified) | 6 | 18
c1ccc(Cn2c(Sc3nnnn3-c3ccccc3)nnc2-c2ccccc2)cc1 | 32 | 26
Cc1cc(Cl)ccc1OCCCC(=O)N1CCN(C)CC1 | -15 | 45
COc1ccc(C)cc1S(=O)(=O)N1CCCC(C(=O)NCC2CCCO2)C1 (stereo unspecified) | -151 | 42
